# HCMV inh: human cytomegalovirus inhibition | HFF cells, HCMV-luciferase reporter, 72 h; stronger effect = lower value | activity change, negative = inhibition, % at 57.5 µM | 410,000 compounds, 4.5% hits; in the data active means activity change below about -60%; inconclusive means no clear call, values can overlap the other calls; inactive means above about -39%
#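 Luciferase read-out from HCMV-luciferase-infected HFFs (MOI 1 PFU/cell) 72 h post infection at 37C; compounds added after 16 h cell attachment; activity normalized between buffer-only basal and Salinomycin (10uM) inhibitor controls.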
# LmPK inhibitor: LmPK (Leishmania mexicana) enzyme inhibition; Q27686; AID 1721; purified LmPK, Kinase-Glo ATP luminescence, 1 h; 290,000 compounds, 0.37% hits; Potency, µM (highest dose often 57.5 µM), without a hit: at the highest dose activity change, negative = inhibition, hits mostly inhibitors; further: potency means the concentration at half of the fitted maximal effect
# Target sequence (Q27686 whole entry, looked up): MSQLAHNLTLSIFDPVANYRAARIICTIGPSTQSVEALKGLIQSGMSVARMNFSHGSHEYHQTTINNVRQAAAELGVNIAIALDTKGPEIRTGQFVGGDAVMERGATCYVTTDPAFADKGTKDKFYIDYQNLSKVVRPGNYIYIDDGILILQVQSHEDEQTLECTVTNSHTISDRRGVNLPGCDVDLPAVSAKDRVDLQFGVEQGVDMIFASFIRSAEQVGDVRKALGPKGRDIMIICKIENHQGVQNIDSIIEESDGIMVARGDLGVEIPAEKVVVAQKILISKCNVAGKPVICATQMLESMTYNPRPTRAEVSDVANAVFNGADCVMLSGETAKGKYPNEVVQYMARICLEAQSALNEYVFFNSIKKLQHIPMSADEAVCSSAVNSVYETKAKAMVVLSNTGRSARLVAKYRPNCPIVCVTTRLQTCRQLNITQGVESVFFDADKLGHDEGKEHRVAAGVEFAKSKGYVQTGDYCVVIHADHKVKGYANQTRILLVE
#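 ATP generated from ADP (0.1 mM) and PEP (0.5 mM) by 0.1 nM LmPK over 1 h at room temperature (pH 7.2 imidazole buffer) was detected by coupled luciferase luminescence. Values were normalized to uninhibited and no-enzyme wells.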
# AmpC detergent: AmpC beta-lactamase inhibition with detergent present. P00811. AmpC hydrolysis of nitrocefin, absorbance 480 nm, 0.01% Triton. Potency, µM (doses to about 114 µM), for inactives: at the highest dose activity change, negative = inhibition, most hits filed as inhibitors. 370,000 compounds, 0.041% hits. AID 485294;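 further: potency means the concentration at half of the fitted maximal effect; 0% = no-compound wells and -100% = no-enzyme wells; nearly all actives have a fitted effect of over 25% in size; some results filed as inactive show a strong effect at the top dose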
# Target sequence (P00811 whole entry, looked up): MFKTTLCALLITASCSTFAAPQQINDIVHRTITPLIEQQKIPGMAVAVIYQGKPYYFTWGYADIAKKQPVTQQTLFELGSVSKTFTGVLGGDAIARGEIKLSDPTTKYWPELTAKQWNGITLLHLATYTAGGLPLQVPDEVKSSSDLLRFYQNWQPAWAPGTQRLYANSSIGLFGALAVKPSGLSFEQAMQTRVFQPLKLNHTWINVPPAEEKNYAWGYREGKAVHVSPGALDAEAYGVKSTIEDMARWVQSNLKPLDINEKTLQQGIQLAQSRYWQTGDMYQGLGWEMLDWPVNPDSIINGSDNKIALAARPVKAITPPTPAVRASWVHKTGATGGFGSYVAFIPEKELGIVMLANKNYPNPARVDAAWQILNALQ
#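 20 mM phosphate pH 7.0 + 0.01% (detergent screen) or 0.0001% Triton X-100; 5.3 nM AmpC reagent; cpd preinc 15 min RT; nitrocefin (800 uM stock) to start; A480 q20 s × 4 min; Activity was normalised to no-enzyme and no-compound control wells.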
# AmpC no deterg: blocks E. coli AmpC beta-lactamase in detergent-free assay. Potency, µM (top dose mostly 57.1 µM), inactives show top-dose activity change, negative = inhibition, hits mostly inhibitors. 330,000 compounds, 0.52% hits. AmpC nitrocefin hydrolysis, absorbance 480 nm, 0.0001% Triton;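 further: potency means the concentration at half of the fitted maximal effect; plate controls were no compound for no effect and no enzyme for full effect; nearly all actives have a fitted effect of over 20% in size; some results filed as inactive show a strong effect at the top dose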
#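 AmpC (5.3 nM in the dispensed reagent) in 20 mM phosphate pH 7.0 with 0.01% (detergent screen) or 0.0001% Triton X-100 was preincubated with compounds for 15 min at room temperature. Nitrocefin was then added from an 800 uM solution, and hydrolysis was followed at 480 nm.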
# HCV inhibitor: inhibitors of hepatitis C virus infection; Huh7.5.1 HCVcc-Cre infection, luciferase reporter, 44 h; Potency, µM (titrated, usually from 41.8 µM), inactives show top-dose activity change, negative = inhibition, most hits filed as inhibitors; 340,000 compounds, 3.4% hits; AID 651820; further: potency means the concentration at half of the fitted maximal effect
#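 Cells seeded at 1,000/well and cultured 4 h, then compounds added followed by HCVcc-Cre virus (~0.5 moi). After 44 h further culture, luciferase substrate was added, plates held 15 min at room temperature, and luminescence read for 15 sec.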
# TbPYK inhibitor: T. brucei pyruvate kinase inhibition; Q57TT1; TbPYK enzyme, Kinase-Glo Plus ATP luminescence, 45 min; Potency, µM (doses to about 76.8 µM), for the others: top-dose activity, negative = inhibition, hits mostly inhibitors; 410,000 compounds, 0.12% hits; AID 624173; further: potency means the concentration at half of the fitted maximal effect; nearly all actives have a fitted effect of over 50% in size
#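 Quantitative HTS: titrated library compounds versus trypanosomal pyruvate kinase in TEA buffer (pH 7.2) containing KCl, MgCl2, BSA and Tween-20. Reactions were initiated with ADP, 130 uM final. Kinase-Glo Plus luminescence was read after 45 min at RT.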
# AMA1 RON2 block: inhibitors of Plasmodium falciparum AMA1-RON2 interaction; Potency, µM (series often up to 58.2 µM), for inactives: top-dose activity change, negative = inhibition, actives largely listed as inhibitors; AlphaScreen AMA1-biotinylated RON2 peptide binding; AID 720542; 360,000 compounds, 0.2% hits;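 further: potency means the concentration at half of the fitted maximal effect; 0% = vehicle wells and -100% = peptide control; nearly all actives have a fitted effect of over 45% in size; some results filed as inactive show a strong effect at the top dose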
#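 AMA1 (3D7) with his tag at 25 nM final met compounds first, then biotinylated RON2 peptide at 25 nM; detection used donor plus acceptor beads, 10 µg/mL apiece, read by AlphaScreen after 30 min at room temperature.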
# * = called active by the depositor; ? = inconclusive; . = no result given; & = joins results of further samples; [ ] = another dose, or the depositor's remark. Unless noted, the call rests on the fitted dose curve; in most records, active means well fitted curve in the direction sought with a large enough effect; inconclusive means small, poorly fitted or top-dose-only effect, or another doubt; inactive means no such curve, though single readings can be large; an effect the other way counts as inactive or inconclusive. Unless noted, on the % scale 0 is the no-effect control and ±100 the full control effect.
# Second line of a record – HCMV inh | LmPK inhibitor | AmpC detergent | AmpC no deterg | HCV inhibitor | TbPYK inhibitor | AMA1 RON2 block
[1] Cc1ccc2c(c1)C(c1ccc(F)cc1)N(C(=O)c1ccc(S(=O)(=O)N(C)C)cc1)CC(=O)N2 (stereo not drawn)
  . | 1% | ? | 48% | -12% | -11% | -5%
[2] c1ccc2c(c1)ncn2CCOCCOCCn1cnc2ccccc21
  20 | -1% | 11% | 30% | -3% | -10% | 2%
[3] CC(C)C1Nc2ccc(C(=O)NCCCN3CCOCC3)cc2NC1=O (stereo not drawn)
  . | -12% | 2% | -10% | 6% | -3% | 16%
[4] NCc1ccc(-c2nc3ccccc3o2)cc1
  . | 2% | ? | -25% | . | . | .
[5] COCCNC(=S)NN(c1ccccc1)c1ccccc1
  -24 | 7% | 7% | 2%[2.29 µM] | 19% | -2% | -2%
[6] CCc1ccc2[nH]c(C(=O)Nc3ccc(C)c(F)c3)cc2c1
  -28 | 9% | -6% | -42% | -5% | ? | 0%
[7] O=C(Nc1cc(F)ccc1F)c1cccc(-n2cnnn2)c1
  -24 | . | -16% | -21% | ? | -2% | -1%
[8] CN1C(=O)CSc2ccc(NC(=O)NCCC3=CCCCC3)cc21
  37 | 2% | ? | -43% | -12% | 3% | -2%
[9] COc1ccc(Cc2nnc(NC(=O)Nc3ccccc3)s2)cc1OC
  -5 | 0% | 3% | -18% | -7% | -3% | -4%
[10] Cn1c(NCCN(CCO)CCCc2ccc([N+](=O)[O-])cc2)cc(=O)n(C)c1=O
  ? | . | . | . | 7% | -4%&-14% | 38%[activator]
[11] CCOC(=O)c1cccc(NC(=O)c2cc(S(=O)(=O)N3CCCC3)cn2C)c1
  7 | . | 4% | . | . | 2% | .
[12] COc1ccc(N2CCN(S(=O)(=O)c3ccc(Br)s3)CC2)cc1
  -13 | 11% | 6% | -24% | -2% | . | -5%
[13] COc1cccc(SCc2noc(C(=O)NCCCN3CCOCC3)c2C(=O)NCCCN2CCOCC2)c1
  -30 | . | . | . | -10% | -4% | 6%
[14] Cc1cccc(NC(=O)C2(c3cccs3)CCOCC2)n1
  -33 | 1% | -11% | -5% | -3% | -5% | -2%
[15] O=C(NCc1ccccc1)c1cc(C2CCCN(C(=O)CCCc3ccccc3)C2)on1 (stereo not drawn)
  22 | . | . | . | . | -8% | -7%

# The closing two records of the section before lead into the next:
# Second line of a record – HCMV inh | LmPK inhibitor | AmpC detergent | AmpC no deterg | HCV inhibitor | TbPYK inhibitor | AMA1 RON2 block
[14] Cc1cccc(NC(=O)C2(c3cccs3)CCOCC2)n1
  -33 | 1% | -11% | -5% | -3% | -5% | -2%
[15] O=C(NCc1ccccc1)c1cc(C2CCCN(C(=O)CCCc3ccccc3)C2)on1 (stereo not drawn)
  22 | . | . | . | . | -8% | -7%
[16] Nc1nc(N)nc(-c2ccccc2-c2nc(N)nc(N)n2)n1
  14 | 2% | -2% | 16% | -9% | 6% | 7%
[17] CCN(CC)CCCN1C(=O)C(=O)/C(=C(/O)c2ccccc2)C1c1cc(OC)ccc1OC (stereo not drawn)
  6 | 1% | ? | -4% | 19% | -1% | 8%
[18] O=P(O)(CP(=O)(c1ccccc1)c1ccccc1)c1ccccc1O
  -28 | 1% | ? | -14% | 13% | -1% | 11%
[19] CCOc1ncccc1C(=O)N1CCN(S(=O)(=O)c2ccccc2)CC1
  5 | 1% | -12% | -4% | 12% | -4% | -1%
[20] COc1ccccc1C(=O)OCC(=O)c1cccc([N+](=O)[O-])c1
  1 | -4% | ? | -9% | 12% | -3% | -22%
[21] O=[N+]([O-])c1ccc(O)c(/C=N/n2c(CO)nc3ccccc32)c1
  -13 | 3% | -4% | -12% | -3% | 1% | 9%
[22] O=C(NC(=O)c1ccccc1Cl)C(=O)Nc1ccc(Cl)cc1
  -26 | -10% | 2% | -10% | 5% | -1% | 4%
[23] Cc1cccc(NC(=O)/C(=C\c2cccs2)NC(=O)c2ccccc2)c1
  . | 3% | -7% | -14% | 7% | -6% | -2%
[24] COC(=O)Cc1n[nH]c(=S)[nH]c1=O
  41 | 10% | -15% | -25% | ? | -7% | 26%
[25] COc1ccc(OC)c(NC(=O)COC(=O)c2ccc(OC)c(S(=O)(=O)N3CCOCC3)c2)c1
  9 | . | -1% | 3% | 4% | 0% | -9%
[26] O=C(NCCN1CCOCC1)C1CC(=O)N(c2ccc(Cl)cc2)C1 (stereo not drawn)
  ? | -4% | 2% | -4% | -19% | -10% | -4%
[27] COc1ccc(CSc2nc3ccncc3n2CC(=O)Nc2ccc(C)c(F)c2)cc1
  11 | . | 4% | . | . | -3% | .
[28] CCOc1ccc(NC(=O)c2oc3ccccc3c2NC(=O)COc2cccc(OC)c2)cc1
  5 | . | 9% | . | . | -3% | .
[29] CS(=O)(=O)N1CCC(N2CCN(Cc3ccc(F)cc3)C(=O)C2=O)CC1
  3 | . | -4% | . | . | -2% | .
[30] COc1ccccc1C(=O)N1CCN(S(=O)(=O)Cc2ccccc2)CC1
  80 | -1% | ? | 1% | 7% | -1% | 0%
[31] CCOc1ccc2ncc(S(=O)(=O)c3ccccc3)c(N3CCN(c4ccccc4)CC3)c2c1
  19 | . | . | . | 7% | 1% | -14%
[32] Cc1ccc(F)cc1NC(=O)COC(=O)c1ccc2ncsc2c1
  0 | . | ? | -16% | -5% | -8% | 5%
[33] COCCNC(=O)CCn1c(=O)c2cc(OC)c(OC)cc2n(CC(=O)Nc2ccc(F)c(Cl)c2)c1=O
  -17 | . | -6% | . | . | -1% | .
[34] CCOC(=O)C1(C)CCN1C(=O)c1ccccc1Br (stereo not drawn)
  -4 | . | . | . | . | -1% | -1%
[35] COc1ccc(CCN=C(N)NS(=O)(=O)c2ccccc2)cc1
  17 | 4% | -3% | -12% | 7% | -14% | -18%
[36] Cc1cccc(C)c1NC(=O)CCS(=O)(=O)c1ccc2c(c1)n(C)c(=O)c(=O)n2C
  ? | . | -5% | . | . | 5% | .
[37] CCCCC(CC)Cn1c2nc3ccccc3nc2c2c(=N)oc(C)nc21 (stereo not drawn)
  . | 3% | 1% | -10% | 5% | . | .
[38] COc1ccc(NC(=O)Nc2cc(C(C)(C)C)on2)cc1OC
  -12 | -1% | 3% | -8% | -23% | -1% | -9%
[39] CCCCN1C(=O)C(O)=C(C(C)=O)C1c1ccccc1[N+](=O)[O-] (stereo not drawn)
  13 | 4% | -9% | -17% | 9% | 0% | -5%
[40] Cc1ccc(-c2csc(NC(=O)c3c(C)noc3C)n2)cc1C
  -21 | . | 7% | -1% | ? | -4% | -12%
[41] CCc1ccc2occ(CC(=O)Nc3c(C(=O)Nc4ccc(OC)cc4)oc4ccccc34)c2c1
  29 | . | 0% | . | . | 0% | .
[42] Cc1nc(S(=O)(=O)c2ccc(Cl)cc2)nc2c1CCC2
  -19 | -4% | ? | -19% | 19% | 4% | -10%
[43] Clc1ccccc1C(c1ccccc1)(c1ccccc1)n1ccnc1
  -70* | 5% | -1% | -5% | ? | -10% | -5%
[44] O=C(CCN1C(=O)COc2ccccc21)NCCCN1CCc2ccccc2C1
  -11 | -1% | ? | -5% | ? | 0% | -8%
[45] Cc1ccc(C)c(N2CCN(S(=O)(=O)c3ccc4c(c3)CC(=O)N4C)CC2)c1
  -27&24 | 5% | -3%&-6% | 25% | 1% | 1%&4% | -6%

# Laid out differently: entries from further up
(37) CCCCC(CC)Cn1c2nc3ccccc3nc2c2c(=N)oc(C)nc21 (stereo not drawn)
(38) COc1ccc(NC(=O)Nc2cc(C(C)(C)C)on2)cc1OC
Assay by compound | 37 | 38
HCMV inh | . | -12
LmPK inhibitor | 3% | -1%
AmpC detergent | 1% | 3%
AmpC no deterg | -10% | -8%
HCV inhibitor | 5% | -23%
TbPYK inhibitor | . | -1%
AMA1 RON2 block | . | -9%

# Entries of single compounds, looked up by structure.
# Results for `CCOC(=O)C1(C)CCN1C(=O)c1ccccc1Br` (stereo not drawn) = HCMV inh: -4; LmPK inhibitor: .; AmpC detergent: .; AmpC no deterg: .; HCV inhibitor: .; TbPYK inhibitor: -1%; AMA1 RON2 block: -1%
# Results for `CCCCC(CC)Cn1c2nc3ccccc3nc2c2c(=N)oc(C)nc21` (stereo not drawn) = HCMV inh: .; LmPK inhibitor: 3%; AmpC detergent: 1%; AmpC no deterg: -10%; HCV inhibitor: 5%; TbPYK inhibitor: .; AMA1 RON2 block: .
# Results for `O=C(CCN1C(=O)COc2ccccc21)NCCCN1CCc2ccccc2C1` = HCMV inh: -11; LmPK inhibitor: -1%; AmpC detergent: ?; AmpC no deterg: -5%; HCV inhibitor: ?; TbPYK inhibitor: 0%; AMA1 RON2 block: -8%

# The results go on.
# Second line of a record – HCMV inh | LmPK inhibitor | AmpC detergent | AmpC no deterg | HCV inhibitor | TbPYK inhibitor | AMA1 RON2 block
[46] O=C(NCc1ccco1)c1ccc(CS(=O)c2ccccc2Cl)o1 (stereo not drawn)
  -6 | . | . | . | . | -14% | -4%
[47] CC(=O)Oc1ccc2c(c1)OC(c1ccccc1)CC21CC(C)(C)NC(=S)N1 (stereo not drawn)
  -8 | -4% | -8% | -11% | ? | -2% | -3%
[48] CCOC(=O)NC(=O)C(=CNc1cccc(C)c1)C(=O)NC(=O)OCC
  -17 | 5% | -4% | -8% | -14% | -3% | 2%
[49] CCOC(=O)c1c(N)sc(C(C)=O)c1C
  91 | -2% | -11% | -27% | ? | -19% | 0%
[50] CCOC(=O)c1c(C(F)(F)F)nc2ncccn12
  -25 | -10% | ? | -6% | -5% | -1% | -9%
[51] O=C(Nc1ccc(OC(F)(F)F)cc1)c1[nH]ncc1[N+](=O)[O-]
  ? | -4% | -4% | -22% | ? | -1% | 124%[activator]
[52] Cc1cccn2c(=O)c(/C=C(\C#N)S(=O)(=O)c3ccccc3)c(N3CCN(Cc4ccccc4)CC3)nc12
  -5 | 11% | 7% | -12% | 8% | -1% | 0%
[53] Cc1ccc(NC(=O)Cn2ccc([N+](=O)[O-])n2)cc1Cl
  ? | 3% | ? | -18% | -11% | -3% | 4%
[54] COC(=O)c1n[nH]n(-c2ccccc2)c1=O
  -2 | . | 1% | . | . | -3% | .
[55] O=C(O)CCc1ccc(-c2ccc(Br)cc2)o1
  61 | -15% | -6% | -25% | 13% | ? | 32%[activator]
